Bim-Bcl-2: inhibitors of Bim-Bcl-2 interaction, human | P10415 | Bead-based flow cytometry, Bim peptide-Bcl-2 binding | inhibition, % at 10 µM | 190,000 compounds, 0.06% hits; in the data active = inhibition above about 40%;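 also: 0% = no compound wells with probe peptide and 100% = reference peptide inhibitor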
Bfl-1 Bim block: inhibitors of Bim-Bfl-1 interaction, human; Q16548; Bead-based flow cytometry, Bim-Bfl-1 binding inhibition; inhibition, % at 10 µM; 190,000 compounds, 0.12% hits; AID 1008;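 also: 0% = wells without compound plus tracer and 100% = blocker peptide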
Bim-Bcl-B: inhibitors of Bim-Bcl-B interaction, human. Q9HD36. bead-based flow cytometry, Bim peptide-Bcl-B binding. inhibition, % at 10 µM. 190,000 compounds, 0.073% hits;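 also: 0% = tracer peptide without compound and 100% = reference inhibitor peptide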
Mcl1-Bid inh: disrupts binding of human Mcl-1 to Bid peptide | Q07820 | TR-FRET Mcl-1/Bid-Dy647 peptide binding, 1536-well | inhibition, % at 21.7 µM | 220,000 compounds, 0.97% hits | AID 1021;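 active = compounds that cut the binding signal by more than half at the single screening dose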;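 also: His-tagged Mcl-1 with europium anti-His antibody binding Bid BH3 peptide; 0% = Mcl-1 plus peptide wells and 100% = peptide-only wells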
Target sequence (Q07820 whole entry, looked up): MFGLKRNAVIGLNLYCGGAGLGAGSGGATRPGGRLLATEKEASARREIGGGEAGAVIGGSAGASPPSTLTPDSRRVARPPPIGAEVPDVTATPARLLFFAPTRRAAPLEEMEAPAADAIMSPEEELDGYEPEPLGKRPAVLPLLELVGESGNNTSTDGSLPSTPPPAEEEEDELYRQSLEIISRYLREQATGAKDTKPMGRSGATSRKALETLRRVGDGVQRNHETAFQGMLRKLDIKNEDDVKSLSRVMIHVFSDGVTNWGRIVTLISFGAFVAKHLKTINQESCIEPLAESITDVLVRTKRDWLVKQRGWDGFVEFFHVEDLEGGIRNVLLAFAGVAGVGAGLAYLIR
Bim-Bcl-XL: human Bim-Bcl-XL interaction inhibition | Q07817 | Bim peptide-Bcl-XL binding, bead flow cytometry, fluorescence | inhibition, % at 10 µM | 190,000 compounds, 0.04% hits
Target sequence (Q07817 whole entry, looked up): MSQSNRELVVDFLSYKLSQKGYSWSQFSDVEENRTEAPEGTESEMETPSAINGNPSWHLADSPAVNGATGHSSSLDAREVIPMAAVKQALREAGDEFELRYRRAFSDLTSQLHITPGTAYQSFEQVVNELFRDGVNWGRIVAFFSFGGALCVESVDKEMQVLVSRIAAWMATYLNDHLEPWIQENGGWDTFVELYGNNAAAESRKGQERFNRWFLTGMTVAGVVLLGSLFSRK
RGS4-Gao reg: modulates binding of RGS4 to human Galphao | Multiplexed bead flow cytometry; actives lie on both sides | binding response (% of control), % at 10 µM | 220,000 compounds, 0.33% hits | AID 1415; in the data active = binding response below about 49% or above about 150%; inactive = in between;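 also: fluorescent Galphao activated with aluminum fluoride binding bead-coupled RGS4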
Target sequence (P09471 whole entry, looked up): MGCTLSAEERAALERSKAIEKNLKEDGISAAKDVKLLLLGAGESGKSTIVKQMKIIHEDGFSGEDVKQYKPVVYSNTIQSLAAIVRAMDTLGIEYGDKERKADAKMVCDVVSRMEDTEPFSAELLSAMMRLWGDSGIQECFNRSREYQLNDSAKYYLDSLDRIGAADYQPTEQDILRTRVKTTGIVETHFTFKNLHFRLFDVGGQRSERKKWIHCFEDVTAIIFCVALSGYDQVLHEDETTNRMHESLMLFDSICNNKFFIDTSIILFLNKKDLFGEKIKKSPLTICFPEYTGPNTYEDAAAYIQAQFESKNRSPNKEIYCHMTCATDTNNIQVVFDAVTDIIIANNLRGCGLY
RGS8-Gao reg: modulates binding of RGS8 to human Galphao; response (percent of control binding), % at 10 µM; AID 1423; P09471; 220,000 compounds, 0.34% hits; multiplexed bead flow cytometry; actives lie on both sides; in the data active = response below about 60% or above about 140%; inactive = in between;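 also: Galphao activated as the GDP aluminium fluoride complex binding bead-coupled RGS8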
GSH fluor: GSH bead compound fluorescence profile; GSH beads flow cytometry, compound fluorescence 488/530 nm; stronger effect = higher value; fluorescence (KMESF) at 10 µM; 190,000 compounds, 0.25% hits; in the data active = fluorescence above about 89;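 also: glutathione beads carrying GST-tagged Bcl family fusion proteins plus one bare bead set; values are compound well signal with DMSO vehicle wells as background; inactives centre near 16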
RGS7-Gao: modulates binding of RGS7 to human Galphao | P09471 | Multiplexed bead flow cytometry; actives lie on both sides | binding response (% of control), % at 10 µM | 220,000 compounds, 0.35% hits | AID 1439; in the data active = binding response below about 49% or above about 150%;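 also: fluorescent Galphao held in activated GDP-AlF4 state binding bead-coupled RGS7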
Bim-Bcl-W: inhibitors of Bim-Bcl-W interaction, human; Q92843; bead-based flow cytometry, Bim peptide-Bcl-W binding; inhibition, % at 10 µM; 190,000 compounds, 0.02% hits;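 also: 0% = bound tracer without compound and 100% = peptide blocker; higher means less fluorescent Bim peptide bound to Bcl-W beads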
Mcl-1 Bim block: disrupts Bim peptide binding to human Mcl-1. inhibition, % at 10 µM. 190,000 compounds, 0.1% hits. Bead-based flow cytometry, Bim peptide-Mcl-1 binding. Q07820;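 also: 0% = no compound tracer wells and 100% = peptide blocker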
Numbers without * were called inactive; nt = no result given. Rule as the data show it, unless noted: active = inhibition above about 40%.

Values run as follows: Bim-Bcl-2	Bfl-1 Bim block	Bim-Bcl-B	Mcl1-Bid inh	Bim-Bcl-XL	RGS4-Gao reg	RGS8-Gao reg	GSH fluor	RGS7-Gao	Bim-Bcl-W	Mcl-1 Bim block
Cc1cccc(-c2nc3ccccc3c(=O)n2NC(=O)c2cccs2)c1
→ -4	-15	-13	6	-11	102	99	19	104	-7	-6
O=C(c1ccc(C(F)(F)F)cc1)C1CCCN(C(=O)CN2CCCC2=O)C1 (stereo not drawn)
→ -4	-5	1	-40	2	104	103	10	103	0	2
Cc1nc(NC(=O)C23CCC(C)(C(=O)O2)C3(C)C)sc1C (stereo not drawn)
→ -4	-7	-1	5	-2	103	100	12	106	3	0
O=C(c1ccc(-n2cnnn2)cc1)N1CCOCC1
→ -4	-10	-7	-6	-9	101	107	18	102	-6	-5
CN(C)/C=C/C(=O)c1ccc(S(=O)c2ccccc2)cc1 (stereo not drawn)
→ -2	-7	-2	-36	0	102	104	10	96	-2	2
S=C(Nc1ccc(Cl)cc1)c1nc2ccccc2s1
→ -7	-11	-10	-3	0	101	101	39	106	-2	-3
OCCC1CN(Cc2ccsc2)CCN1C1CCCC1 (stereo not drawn)
→ 0	-4	-1	-32	2	101	103	9	102	0	0
COc1ccccc1NC(=O)c1ccc2c(c1)nnn2C
→ 3	-1	0	-15	-1	103	105	10	103	2	0
CC(=O)c1nc(N2C(=O)CC(Cc3ccc(C)cc3)C2=O)sc1C (stereo not drawn)
→ 0	0	-2	-6	-4	102	98	14	100	-5	-6
O=C(CCCc1nc2ccccc2s1)NC(c1ccccc1)c1ccccc1
→ -4	-10	-5	-6	-3	100	99	18	104	-3	-4
CC(C)C1C(C#N)=C(N)Oc2n[nH]c(-c3cccs3)c21 (stereo not drawn)
→ -2	-6	-5	-5	0	97	98	24	100	3	0
Cc1ccn2c(-c3n[nH]c(=S)n3C)c(C)nc2c1
→ 0	0	-6	-52	-3	95	96	10	100	-3	-4
Cc1ccc(S(=O)(=O)N2CCN(c3ccccc3)CC2)cc1C(N)=O
→ 0	-4	0	-33	-1	98	98	14	99	-2	0
Cc1ccc(CSc2nc3c(cc2C#N)CCC3)cc1
→ 1	-4	0	-12	-5	101	102	67	103	-3	0
Nc1n[nH]c(-c2ccc([N+](=O)[O-])cc2[N+](=O)[O-])n1
→ nt	nt	nt	-55	nt	102	106	24	104	nt	nt
OCCN1CN=C(Nc2nc3ccccc3s2)NC1
→ -6	0	-4	-2	0	110	104	7	102	0	2
Cc1c(Br)c(C(F)(F)F)nn1CC(=O)NCCCn1ccnc1
→ 1	-3	-2	-1	-1	99	101	27	100	-5	0
COCCn1c(SCC(=O)NCc2ccc3c(c2)OCO3)nc2ccccc2c1=O
→ 1	6	3	24	1	103	101	16	101	0	-2
Cn1c(CNC(=O)c2ccco2)nnc1SCC(=O)N1c2ccccc2Sc2ccccc21
→ -9	-9	-7	3	-1	103	98	18	102	4	1
Cn1cnnc1SCc1ccc(C(=O)n2ncc(C#N)c2N)cc1
→ -3	-3	-1	-7	1	98	100	4	98	4	-2
O=C(c1ccc(COc2c(F)c(F)cc(F)c2F)o1)N1CCN(c2ccccc2)CC1
→ 11	3	4	-13	5	102	97	22	101	3	3
C/C(=N\NC(=O)C1(C)NC(C)(C)Cc2ccccc21)c1ccccc1 (stereo not drawn)
→ -7	-6	0	-16	-2	100	99	11	100	0	2
N#CCCSc1nc(N2CCOCC2)c2c(c1C#N)CCCC2
→ -12	-18	-8	10	-8	102	104	35	102	0	-2
O=C(O)CCc1ccc(-c2ccc(Br)cc2)n1Cc1ccco1
→ -2	0	-1	-37	-3	99	99	27	98	-4	0
CCc1ccc(C2CC(c3ccccc3)n3ncnc3N2)cc1 (stereo not drawn)
→ -1	-3	-4	11	-3	101	101	19	102	-2	-5
O=C(CSc1nc2nn(-c3ccccc3)c(=O)c-2c2n1CCCCC2)NCCCc1ccccc1
→ -4	-9	-2	-3	-5	102	102	14	97	0	-1
COc1cccc(Cn2c(Oc3ccccc3)nc3c2c(=O)n(C)c(=O)n3C)c1
→ -4	-3	-2	-20	-15	83	86	43	90	-5	-7
Cc1ccc(CN2CCN(/N=C/c3cccnc3)CC2)c(C)c1
→ 0	-5	-5	28	-6	98	100	9	99	-4	-3
O=C(N/N=C/c1cccnc1)c1ccc([N+](=O)[O-])cc1Cl
→ -7	-15	-8	-35	-5	99	99	27	99	-3	-2
COc1cccc(NC(=O)Cn2c(-c3cncs3)nc3ccccc32)c1
→ -9	-12	-10	-3	-2	102	102	31	98	2	-1
O=S1(=O)CCC(NCC2CCCO2)C1 (stereo not drawn)
→ 1	2	0	-13	2	102	104	14	104	3	0
O=C(Nc1ccccc1)c1ccccc1NC(=O)C1CCCCC1
→ -3	-4	-1	-15	-3	99	101	19	96	0	1
O=C(C1CCN(C2CC(=O)N(Cc3ccccc3)C2=O)CC1)N1CCCCCC1 (stereo not drawn)
→ -1	0	-1	-22	0	95	100	19	99	0	-1
COc1ccccc1C(=O)Nc1cc2cc(Br)ccc2oc1=O
→ -3	0	-5	-5	-7	103	104	11	103	-6	-2
CC(C)Cc1[nH]c(=O)c(C#N)c2c1COC(C)(C)C2
→ 0	2	0	5	1	98	100	13	98	0	1
Cc1ccc(N(CCCCN2C(=O)c3ccccc3C2=O)C(=O)c2ccc(Cl)s2)cc1
→ 0	-2	0	16	-3	101	100	10	100	-1	-5
Cc1cc(C)c(C(N)=O)c(SCC(=O)c2ccc(Cl)cc2)n1
→ -2	-13	-5	-29	-24	100	100	54	97	6	0
O=C(CNC(=O)c1ccc(S(=O)(=O)N2CCCC2)cc1)N/N=C/c1ccc(Cl)cc1Cl
→ 13	9	50*	-6	6	115	113	4	111	7	98*
COc1ccc(NC(=O)CCNC(=O)Cn2ccc3ccccc3c2=O)c(OC)c1
→ -9	-14	-9	0	-9	104	99	33	99	0	-2
Cc1cccc(C(=O)NC(=S)Nc2ccccc2C(F)(F)F)c1
→ -9	-12	-11	-16	-7	101	100	9	98	-7	-8
CCN(CC)C(=O)c1[nH]cnc1C(=O)N[C@@H](Cc1ccccc1)C(=O)OCc1ccccc1
→ 5	9	7	5	4	98	97	15	95	4	3
Cc1cc([N+](=O)[O-])nn1Cc1ccc(F)cc1
→ -2	-2	-5	4	2	103	100	20	105	0	2
COc1ccc(-c2csc(N)n2)cc1F
→ -3	-6	-9	-33	-3	104	107	12	109	0	-3
O=C1C2C3C=CC(C3)C2C(=O)N1c1ccc(-c2nc3ccccc3o2)cc1 (stereo not drawn)
→ -7	-11	-8	6	0	98	100	27	96	-5	-1
c1ccc2c(c1)ccc1nnc(SCc3ccc4c(c3)OCO4)n12
→ -2	-2	-2	8	-4	107	106	14	102	-3	-5
COc1ccc2nc(N3CCCCC3)c(C#N)cc2c1
→ -5	-3	2	18	-1	98	101	13	102	0	-2
C(=N\Nc1ccccn1)/c1ccc(N2CCOCC2)cc1
→ -4	-6	-6	-56	-1	107	110	24	105	0	-3
COc1ccc(Nc2c(-c3ccco3)nc3cccc(C)n23)cc1
→ -2	-2	-8	-37	-5	95	100	14	98	-4	-4
COc1cc2c(cc1OC)CN(C(=O)c1ccco1)CC2
→ 2	2	-1	-12	-2	105	107	13	104	3	0
COc1ccc(-c2ccc3ccccc3n2)cc1
→ -1	-2	-4	-11	-2	91	96	18	87	-1	0

Some of the entries above, set out differently:
SMILES | Bim-Bcl-2 | Bfl-1 Bim block | Bim-Bcl-B | Mcl1-Bid inh | Bim-Bcl-XL | RGS4-Gao reg | RGS8-Gao reg | GSH fluor | RGS7-Gao | Bim-Bcl-W | Mcl-1 Bim block
O=C(CNC(=O)c1ccc(S(=O)(=O)N2CCCC2)cc1)N/N=C/c1ccc(Cl)cc1Cl | 13 | 9 | 50* | -6 | 6 | 115 | 113 | 4 | 111 | 7 | 98*
c1ccc2c(c1)ccc1nnc(SCc3ccc4c(c3)OCO4)n12 | -2 | -2 | -2 | 8 | -4 | 107 | 106 | 14 | 102 | -3 | -5
C(=N\Nc1ccccn1)/c1ccc(N2CCOCC2)cc1 | -4 | -6 | -6 | -56 | -1 | 107 | 110 | 24 | 105 | 0 | -3
CC(C)Cc1[nH]c(=O)c(C#N)c2c1COC(C)(C)C2 | 0 | 2 | 0 | 5 | 1 | 98 | 100 | 13 | 98 | 0 | 1
COCCn1c(SCC(=O)NCc2ccc3c(c2)OCO3)nc2ccccc2c1=O | 1 | 6 | 3 | 24 | 1 | 103 | 101 | 16 | 101 | 0 | -2
N#CCCSc1nc(N2CCOCC2)c2c(c1C#N)CCCC2 | -12 | -18 | -8 | 10 | -8 | 102 | 104 | 35 | 102 | 0 | -2

(cont.)
Values run as follows: Bim-Bcl-2	Bfl-1 Bim block	Bim-Bcl-B	Mcl1-Bid inh	Bim-Bcl-XL	RGS4-Gao reg	RGS8-Gao reg	GSH fluor	RGS7-Gao	Bim-Bcl-W	Mcl-1 Bim block
O=C(N/N=C/c1cc2c3c(c1O)CCCN3CCC2)c1ccccc1O
→ 28	19	18	-54	25	25*	43*	9	15*	23	21
COCCCNC(=O)c1c(N)n(-c2cccc(S(N)(=O)=O)c2)c2nc3ccccc3nc12
→ 1	0	-2	1	0	100	101	16	103	0	0
O=C(c1nn2c(C(F)(F)F)cc(-c3ccc(F)cc3)nc2c1Cl)N1CCOCC1
→ 2	1	0	-17	0	105	98	14	110	0	1
Cc1cc(C)cc(C(=O)NCC(=O)OCC(=O)N2CCCCC2)c1
→ 0	-5	-1	-2	-1	105	107	14	105	1	3
Cc1ccc(C)c(N(CC(=O)NCc2ccc3c(c2)OCO3)C(=O)CCC(=O)Nc2ccccn2)c1
→ -11	-9	-6	-4	-2	101	103	14	98	4	0
CCOc1ccc(NC(=O)C2CCC(N3C(=O)C4CC=CCC4C3=O)CC2)cc1 (stereo not drawn)
→ -11	-11	-6	-7	-3	98	100	36	101	-1	-1
CCCCCCNS(=O)(=O)c1ccc(NC(=O)C2CCCO2)cc1 (stereo not drawn)
→ -4	-1	-9	-3	-8	87	94	13	88	-5	-6

Three entries from above, sorted by molecular weight, highest first.
Values run as follows: Bim-Bcl-2	Bfl-1 Bim block	Bim-Bcl-B	Mcl1-Bid inh	Bim-Bcl-XL	RGS4-Gao reg	RGS8-Gao reg	GSH fluor	RGS7-Gao	Bim-Bcl-W	Mcl-1 Bim block
Cc1ccc(C)c(N(CC(=O)NCc2ccc3c(c2)OCO3)C(=O)CCC(=O)Nc2ccccn2)c1
→ -11	-9	-6	-4	-2	101	103	14	98	4	0
COCCCNC(=O)c1c(N)n(-c2cccc(S(N)(=O)=O)c2)c2nc3ccccc3nc12
→ 1	0	-2	1	0	100	101	16	103	0	0
O=C(c1nn2c(C(F)(F)F)cc(-c3ccc(F)cc3)nc2c1Cl)N1CCOCC1
→ 2	1	0	-17	0	105	98	14	110	0	1

Assay outcomes: PubChem, several laboratories
